Rhodamine autofl = rhodamine region autofluorescence. Rhodamine-region fluorescence, 547/598 nm, Tris buffer; hits give high values. max dye-equivalent concentration, M. hit rate 0.05% among 59,000. AID 594; in the data active = max dye-equivalent concentration above about 11 nM; inconclusive = between about 1.1 nM and that limit
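Intrinsic compound fluorescence, ex 547 / em 598 nm, CCD imager. Tris 100 mM pH 8.0; 15 min RT. Output = rhodamine dye-equivalent concentration at each compound concentration.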
Casp7 inh = allosteric or competitive inhibitors of human caspase-7; recombinant caspase-7, Ac-DEVD-AFC fluorescence rate; Potency, µM (titrated, usually from 57.5 µM), for inactives: at the top dose activity change, negative = inhibition, actives largely listed as inhibitors; hit rate 0.02% among 75,000; active = well fitted inhibition curve with a large enough effect in the main read-out, with a control signal flat, not every such curve was filed as active; inconclusive = small, poorly fitted or top-dose-only effect, or a change in a side signal; also: potency is read from the fitted curve at half-maximal effect; % of control where 0% means no effect
HADH2 inhib = inhibitors of human HADH2 dehydrogenase; recombinant HADH2, NADH fluorescence, beta-hydroxybutyryl-CoA; Potency, µM (titrated, usually from 57.1 µM), without a hit: at the top dose activity change, negative = inhibition, actives largely listed as inhibitors; hit rate 3.4% among 73,000; also: potency is read from the fitted curve at half-maximal effect; % is scaled to controls: 0 for no effect and ±100 for the full control effect; nearly all actives have a fitted effect of over 60% in size; many of its hits are not listed in these tables
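E. coli-expressed His-tagged HADH2 tested at 20 nM in alkaline Tris buffer (pH 9.0); oxidation of 90 uM beta-hydroxybutyryl-CoA with 1 mM NAD+ tracked fluorimetrically for 4 min.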
Luciferase inh = firefly luciferase inhibition; AID 411; P08659; purified firefly luciferase, luminescence, 8 min; Potency, µM (highest dose often 57.1 µM), without a hit: top-dose activity change, negative = inhibition, actives largely listed as inhibitors; hit rate 2.2% among 72,000; also: potency is read from the fitted curve at half-maximal effect; % is scaled to controls: 0 for no effect and ±100 for the full control effect; nearly all actives have a fitted effect of over 40% in size
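Firefly luciferase (PKLight detection mix) with 10 uM ATP in pH 7.2 imidazole buffer (KCl, MgCl2, Tween 20, BSA). Compounds tested across a concentration series (qHTS). Luminescence read after 8 min at ambient temperature.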
Fluorescein autfl = fluorescein region autofluorescence; max fluorescein-equivalent concentration, M; hit rate 0.91% among 59,000; Compound autofluorescence, 480/540 nm, fluorescein-equivalent; hits give high values; in the data active = max fluorescein-equivalent concentration above about 10 nM; inconclusive = between about 1.1 nM and that limit
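Read-out is intrinsic compound fluorescence at 480/540 nm (excitation/emission), expressed as dye-equivalent concentration using a fluorescein standard series run on every plate. Compounds sat 15 min at room temperature in 100 mM Tris, pH 8.0.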
Caspase-1 inhib = blocks human caspase-1 allosterically or competitively. Potency, µM (titrated, usually from 57.5 µM), for inactives: at the top dose activity change, negative = inhibition, actives largely listed as inhibitors. AID 900. hit rate 0.03% among 75,000. P29466. Caspase-1 enzyme, Ac-WEHD-AFC fluorogenic rate;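 also: potency is read from the fitted curve at half-maximal effect; plate controls were vehicle for no effect and no substrate for full effect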
Texas Red fluor = compound fluoresces in the Texas Red spectral region; Compound fluorescence, Texas Red channel, 547/618 nm; hits give high values; max dye-equivalent concentration, M; hit rate 0.06% among 59,000; AID 587; in the data active = max dye-equivalent concentration above about 10 nM; inconclusive = between about 1.1 nM and that limit
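Fluorescence at ex 547/em 618 nm, normalized against an on-plate Texas Red standard series to give dye-equivalent concentration per compound concentration. Buffer 100 mM Tris, pH 8.0; 15 min RT incubation before CCD imaging.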
USP2a inh = blocks human ubiquitin-specific protease USP2a; O75604; USP2a enzymatic assay, qHTS inhibition; Potency, µM (titrated, usually from 38.3 µM), without a hit: at the top dose activity change, negative = inhibition, hits mostly inhibitors; hit rate 0.1% among 60,000; AID 927;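 also: potency is read from the fitted curve at half-maximal effect; nearly all actives have a fitted effect of over 60% in size; plate controls were DMSO for no effect and NEM full inhibition control for full effect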
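20 nM USP2 core + cpd, 30 min RT; add 20 nM Ub-PLA2/20 uM NBD C6-HPC; read Ex460/Em535 at 0 h and 2.5 h. Normalized to NEM; qHTS curve fit/classification.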
HEK293 cAMP cs = raises cAMP in parental HEK293 cells, TSHR agonist counter-screen. AID 938. parental HEK293 CNG cAMP sensor, membrane potential fluorescence. hit rate 2.5% among 73,000. Potency, µM (titrated, usually from 57.1 µM), for the others: at the highest dose activation, hits mostly activators; also: potency is read from the fitted curve at half-maximal effect; % of control where 0% means no effect; nearly all actives have a fitted effect of over 55% in size
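Counterscreen for endogenous-receptor signalling: CNG-channel HEK 293 cells report cAMP rise by membrane depolarization. After 60 min dye equilibration with 100 uM RO 20-1724, compounds incubated 30 min before bottom-read fluorescence at 590 nm.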
Tau filament bind = binds recombinant human tau filaments; recombinant tau filaments, thioflavin S fluorescence, 15 h; filaments grown with octadecylsulfate alongside compound; Potency, µM (doses to about 57.1 µM), for inactives: at the top dose activity change, negative = inhibition; hit rate 2% among 71,000; AID 596;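 also: potency is read from the fitted curve at half-maximal effect; % is scaled to controls: 0 for no effect and ±100 for the full control effect; actives lower thioflavin S fluorescence by blocking filaments or displacing dye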
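Tau 2 uM in ThS buffer dispensed; compound added; 60 uM ODS added (finals 1 uM tau, 30 uM ODS); 15 h 37 C; fluor ex450/em510.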
ERK AVP inh = blocks ERK signaling stimulated by vasopressin. HEK293-V1b, vasopressin-stimulated pERK AlphaScreen. Potency, µM (titrated, usually from 57.5 µM), inactives show top-dose activity, negative = inhibition, most hits filed as inhibitors. hit rate 0.99% among 72,000. AID 995; also: potency is read from the fitted curve at half-maximal effect; % is scaled to controls: 0 for no effect and ±100 for the full control effect; nearly all actives have a fitted effect of over 55% in size
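HEK293 cells stably expressing V1b receptor, preincubated 30 min at 37 °C with compound, then stimulated 5 min with 25 nM vasopressin. Phospho-ERK by AlphaScreen SureFire after 5 h RT; normalized to DMSO and vasopressin; AC50 by Hill fit.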
* marks the source's active call; other numbers are inactive results; i = inactive; ? = inconclusive; nt = no result given; [ ] = dose if it differs, or a comment. Unless noted, calls follow the shape of the dose curve; as a rule, active = well fitted curve in the direction sought with a large enough effect; inconclusive = small, poorly fitted or top-dose-only effect, or another doubt; inactive = no such curve, though single readings can be large; an effect the other way counts as inactive or inconclusive. A portion of the library (hit frequency here may not be typical).

SMILES	Rhodamine autofl	Casp7 inh	HADH2 inhib	Luciferase inh	Fluorescein autfl	Caspase-1 inhib	Texas Red fluor	USP2a inh	HEK293 cAMP cs	Tau filament bind	ERK AVP inh
CCCCCC1=C2CNC(Cc3ccccc3)(C(=O)OC)C=C2C(C)C1=O (configuration not stated)	nt	-13%	-6%	nt	nt	-11%	nt	nt	?	10%	-12%
Cc1ccc(Cn2nnc3c(=O)n(Cc4cc(C)ccc4C)cnc32)cc1	i	-1%	5%	-2%	i	-2%	?	9%	3.2µM*	13%	-18%
O=C(O)CCc1nc2cccnc2n1Cc1ccccc1	i	-1%	7%	5%	i	-2%	?	-15%	-3%	9%	-2%
CC1CCN(C(=O)CSc2nnc(Cc3ccccc3)o2)CC1	nt	-1%	4%	3%	nt	-2%	nt	nt	?	7%	-2%
COc1cccc(CNC(=O)Nc2cccs2)c1	i	-11%	?	-8%	i	-4%	i	28%	3%	-14%	20%
Cc1cccc(C(=O)NCCN2CCN(c3ccccc3)CC2)c1	i	0%	?	2%	?	-1%	i	2%	14%	2%	-15%
O=C(CSc1nc2ccccc2o1)NCc1ccco1	nt	0%	-5%	-1%	nt	-1%	nt	8%	7%	-8%	?
NC(=O)c1oc2ccccc2c1NC(=O)C1CCCCC1	nt	3%	-7%	-2%	nt	-4%	nt	nt	?	8%	nt
N#C[C@H](C(=O)O)C(c1c(Cl)cccc1Cl)[C@H](C#N)C(=O)O	i	3%[11.5 µM]	2%[11.4 µM]	-1%[11.4 µM]	?	-3%[11.5 µM]	i	nt	5%[11.4 µM]	-3%[11.4 µM]	-2%[11.5 µM]
COC(=O)c1ccc(C(/C=C/[C@@H](C)C(=O)NCCc2c[nH]c3ccccc23)NC(=O)OCc2ccccc2)cc1 (some centres not stated)	nt	-3%	-5%	nt	nt	-2%	nt	nt	25%	59%	-17%
COC(=O)c1ccc(C(NC(=O)OCc2ccccc2)/C(F)=C/[C@@H](C)C(=O)NCCN2CCOCC2)cc1 (some centres not stated)	nt	-4%	3%	nt	nt	-4%	nt	nt	17%	-14%	-2%
COC(=O)CNC(=O)c1c(-c2c(Cl)cccc2Cl)noc1C	nt	0%	1%	1%	nt	1%	nt	0%	-7%	0%	6%
COc1ccc(C(=O)Nc2cccc(-c3nc4ncccc4o3)c2C)cc1OC	i	-1%	4%	-3%	i	-1%	i	-2%	3%	-7%	19%
O=C(C1COc2ccccc2O1)N1CCN(c2ccccc2)CC1 (configuration not stated)	i	1%	7%	-1%	i	-1%	?	6%	14%	6%	4%
COC(=O)CCSCc1cn2cc(Cl)ccc2n1	i	1%	6%	0%	i	-3%	i	-1%	4%	10%	-4%
OC1CN=C2C=CC=CN2C1 (configuration not stated)	i	-1%	?	0%	?	2%	i	-7%	-2%	1%	-9%
CC(=O)OC[C@@H]1O[C@@H](O/N=C2/C[C@@H](O)[C@@H](O)[C@@H]3[C@@H]4C(=O)N(C5CCCCC5)C(=O)[C@H]4CC[C@@H]23)[C@H](OC(C)=O)[C@H](OC(C)=O)[C@@H]1OC(C)=O	nt	2%[11.5 µM]	0%[11.4 µM]	0%[11.4 µM]	nt	3%[11.5 µM]	nt	nt	-3%[11.4 µM]	nt	14%[11.5 µM]
CC1=C(C(=O)NC2CCCCC2C)C2(CCC(C)CC2)OC1=O (configuration not stated)	nt	-3%	4%	2%	nt	-2%	nt	nt	18%	-24%	0%
COc1ccc(NC(=O)N2CC3(CCN(C(=O)c4cnccn4)CC3)C2)cc1	i	-1%	1%	0%[11.4 µM]	?	-3%	i	-1%	-9%	-1%	6%
O=c1cc(N2CCN(Cc3ccccc3)CC2)[nH]c(=O)n1Cc1ccc(F)cc1	i	-1%	-5%	1%	?	1%	?	6%	1%	16%	29%
CCCCOCCCNC(=O)CN1C(=O)c2ccccc2C1=O	nt	0%	9%[11.4 µM]	-1%	nt	-1%	nt	0%[7.66 µM]	5%[11.4 µM]	5%[11.4 µM]	-12%
COc1ccc(NC(=O)N2CCCC3(CCN(S(C)(=O)=O)CC3)C2)cc1	i	-1%	1%	0%[11.4 µM]	i	-4%	i	-13%	?	-2%	10%
COc1ccc(N2C(=O)CSC2c2ccncc2)cc1 (configuration not stated)	i	2%	-4%	-3%	i	0%	i	1%	1%	7%	8%
CC(=O)Nc1ccc(NC(=O)C2CCCN(c3nnc(-n4cccc4)s3)C2)cc1 (configuration not stated)	i	-2%	13%	-16%	i	2%	i	12%	-3%	411%	-7%
COc1ccc(CCNC(=O)c2nc3ncccn3n2)cc1OC	i	0%	10%	2%	i	-1%	?	0%	2%	8%	-25%

Carrying on:
SMILES	Rhodamine autofl	Casp7 inh	HADH2 inhib	Luciferase inh	Fluorescein autfl	Caspase-1 inhib	Texas Red fluor	USP2a inh	HEK293 cAMP cs	Tau filament bind	ERK AVP inh
OC[C@@H]1O[C@@H](O)[C@H](N=Cc2ccc3c(c2)OCO3)[C@@H](O)[C@@H]1O	i	-1%[11.5 µM]	8%[11.4 µM]	-1%[11.4 µM]	i	-3%[11.5 µM]	i	nt	-3%[11.4 µM]	7%[11.4 µM]	3%[11.5 µM]
CC1CN(C(=O)C2CCCCC2)C(C)CN1C(=O)C1CCCCC1 (configuration not stated)	i	-1%	-11%	2%	i	-1%	i	2%	?	-11%	-7%
CC[C@@H]1O[C@]2(C=C[C@@H]1C)C[C@H]1C[C@H](CC=C(C)[C@@H](O[C@@H]3C[C@H](OC)[C@H](O[C@@H]4C[C@H](OC)[C@H](O)[C@H](C)O4)[C@H](C)O3)[C@@H](C)C=CC=C3CO[C@@H]4[C@@H](O)C(C)=C[C@@H](C(=O)O1)[C@]34O)O2	i	-7%[25.7 µM]	-5%[25.6 µM]	-2%[25.5 µM]	?	-5%[25.7 µM]	i	160%[activator][17.1 µM]	-5%[25.6 µM]	-7%[25.6 µM]	-10%[25.7 µM]
O=C(CSc1n[nH]c(-c2ccncc2)n1)NC1CCS(=O)(=O)C1 (configuration not stated)	i	-13%	-19%	2%	?	-14%	i	-3%	-1%	-12%	5%
COc1ccc(-c2cc(C(F)(F)F)nc(N3CCCCC3)n2)cc1OC	i	0%	-22%	0%	?	2%	i	?	19%	2%	4%
CCOC(=O)CSc1nnc(-c2ccc(NS(=O)(=O)c3ccc(C)cc3)cc2)o1	i	-1%	-4%	-1%	?	-1%	i	4%	8%	117%	?
CCOC(=O)c1[nH]c2cc(OC)c(OC)cc2c1NC(=O)CN(C)C1CCCCC1	i	-1%	-10%	-9%	?	-2%	i	?	-5%	-4%	?
CC(C)CC(c1nnnn1CC1CCCO1)N1CCN(c2nc3ccccc3s2)CC1 (configuration not stated)	i	0%	6%	-2%	i	-5%	i	nt	25%	1%	-12%
COc1cccc([C@H](O)Cn2cc(-c3ccc(CON=C(C)C)cc3)nn2)c1	nt	3%[11.5 µM]	4%[11.4 µM]	0%[11.4 µM]	nt	-1%[11.5 µM]	nt	nt	14%[11.4 µM]	nt	43%[11.5 µM]
O=C(NCCc1ccccn1)c1ccc(COc2ccccc2)o1	i	-2%	-3%	-3%	?	0%	i	9%	4%	-6%	4%
CC(=O)c1c(C)[nH]c(C(=O)Nc2cccnc2)c1C	i	1%	-4%	-1%	i	0%	?	-2%	-2%	-4%	8%
Cc1nn(C)c(C)c1S(=O)(=O)N1CCC(C(=O)NCC2COc3ccccc3O2)CC1 (configuration not stated)	nt	-1%	2%	1%	nt	2%	nt	nt	-1%	-4%	-8%
COCCn1nnnc1C(c1ccc(OC)cc1)N1CCN(c2ccccc2F)CC1 (configuration not stated)	i	1%	15%	3%	i	-2%	i	nt	?	-2%	2%
CCc1c(C)c2ccc(OCC(=O)N(C)C)c(C)c2oc1=O	i	0%	25µM*	-1%	i	2%	i	5%	1%	-5%	-25%
CC1CN=C(NC2CCCCC2C)S1 (configuration not stated)	i	2%	2%	2%	i	-1%	i	-5%	2%	-6%	9%
Nc1c(S(=O)(=O)O)cc(Nc2cccc(S(N)(=O)=O)c2)c2c1C(=O)c1ccccc1C2=O	i	-2%[11.5 µM]	?	-8%[11.4 µM]	?	-1%[11.5 µM]	?	nt	-21%[11.4 µM]	-4%[11.4 µM]	?
Nn1c(Cc2ccccc2F)nnc1SCC(=O)N1CC(=O)Nc2ccccc21	i	0%	0%	6%	?	2%	i	14%	-16%	-5%	-13%

Entries of single compounds, looked up by structure:
`CC(=O)c1c(C)[nH]c(C(=O)Nc2cccnc2)c1C` reads Rhodamine autofl: i; Casp7 inh: 1%; HADH2 inhib: -4%; Luciferase inh: -1%; Fluorescein autfl: i; Caspase-1 inhib: 0%; Texas Red fluor: ?; USP2a inh: -2%; HEK293 cAMP cs: -2%; Tau filament bind: -4%; ERK AVP inh: 8%
`Nn1c(Cc2ccccc2F)nnc1SCC(=O)N1CC(=O)Nc2ccccc21` reads Rhodamine autofl: i; Casp7 inh: 0%; HADH2 inhib: 0%; Luciferase inh: 6%; Fluorescein autfl: ?; Caspase-1 inhib: 2%; Texas Red fluor: i; USP2a inh: 14%; HEK293 cAMP cs: -16%; Tau filament bind: -5%; ERK AVP inh: -13%
